Pf Dd2 inh: inhibitors of Plasmodium falciparum Dd2 growth. P. falciparum Dd2 growth, SYBR Green, 72 h. Potency, µM (top dose mostly 28.9 µM), for the others: at the highest dose activity, negative = inhibition, actives largely listed as inhibitors. actives 4.3% (n = 120,000). AID 1347417; active = well fitted inhibition curve with a large enough effect; inconclusive = small, poorly fitted or top-dose-only effect; inactive = no such curve, though single readings can be large or run the other way;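 also: plate controls were DMSO vehicle for no effect and reference drug for full effect; nearly all actives have a fitted effect of over 65% in size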
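Infected erythrocytes (Dd2, 0.3% parasitemia, 2.5% hematocrit final) are added to compound in RPMI-1640/Albumax II medium, grown 72 h at 37C in low oxygen, then lysed with saponin/Triton-X containing SYBR Green and read by fluorescence.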
Starred values were filed as active, the others as inactive; i = inactive; ? = inconclusive; [ ] = dose if it differs, or a comment. Potency is read from the fitted curve at half-maximal effect.

SMILES | Pf Dd2 inh
Cc1nc([C@H]2CCN(Cc3ccc(C)o3)C[C@H]2NC(=O)C2CCOCC2)n[nH]1 | -20%
Cc1ccccc1Cn1c(=O)n(CCc2ccccc2)c(=O)c2sc3ccccc3c21 | ?
O=C(NC1CC1)c1ccc2c(c1)C1(CCN(CC3CC3)C1)CN2Cc1ccccc1 (stereo not given) | ?
COCc1nc(C2CC(NC(=O)c3nnc4nc(C)ccn34)C2)cc(=O)[nH]1 (stereo not given) | -6%
CCOC(=O)c1ccc(NC(=O)C2CCCN(c3ncnc4onc(C)c34)C2)cc1 (stereo not given) | 7.9µM*
CCN(C)C(=O)CCc1c(C)nn(-c2ccccc2)c1Oc1ccccc1F | -4%
Cc1cccc(S(=O)(=O)c2cn(Cc3ccccc3)c3cc(N4CCCC(C)C4)c(F)cc3c2=O)c1 (stereo not given) | i
Cc1cncc(C(=O)N[C@@H]2CN(Cc3ccccc3)C[C@H]2CN(C)C)c1 | -9%
O=C(N[C@H]1C[C@H]2C(=O)Nc3ccccc3C(=O)N2C1)c1ccccc1 | 30%[activator][44.1 µM]
O=C1NCCCCCN(C(=O)c2ccoc2)[C@H]2CCCC[C@@H]12 | ?
Cc1nc2c(c(-c3ccc(O)cc3)n1)CN(Cc1ccsc1)CC2 | i
COCCOC1CCNCC1 | 27%
O=C(N[C@@H]1CN(C(=O)Cn2c(=O)oc3ccccc32)CC[C@@H]1CO)c1ccccc1 | 20%
COc1cccc(C(=O)N2CC(=O)N(c3ccc(C)cc3)CC2C)c1OC (stereo not given) | -13%
Cc1cccc(Cn2c(=O)n(CC3CCC(C(=O)N4CCC(C)CC4)CC3)c(=O)c3sccc32)c1 (stereo not given) | ?
Cc1ccc(N(C)S(=O)(=O)c2ccc(-c3coc(C)n3)cc2)cc1 | 10%
Cc1ccc(/C=C/c2onc(C)c2S(=O)(=O)N2CCC(C(=O)N3CCN(c4cccc(C)c4)C(C)C3)CC2)cc1 (stereo not given) | i
Cc1ccccc1N1CCN(C(=O)c2noc(-c3ccc[nH]c3=O)n2)CC1 | ?
COc1ccc(F)cc1-c1ccc(C(=O)O)cc1 | i
CCc1nc2c(c(-c3ccc(OC)cc3)n1)CCN(C(=O)c1ccccc1F)CC2 | -3%
CCc1ccc(C(=O)N2CCC3(CC2)N(C)C(=O)CS3(=O)=O)cc1 | 6%
O=C(c1ccccc1F)N1CCCC(Cc2nc(C3CCOCC3)no2)C1 (stereo not given) | -7%
O=C(c1cccc2nccnc12)N1CCc2c(ncnc2N2CCOCC2)C1 | -13%
CCOC(=O)C1(Cc2cccc(OC)c2)CCCN(C(=O)COc2ccccc2)C1 (stereo not given) | -14%
COc1cccc(NC(=O)N2CCC(Oc3ncccc3C(=O)N3CCOCC3)C2)c1 (stereo not given) | 9%
Cc1cc(C(=O)NC2CC2)c2c(C3CCCN3)noc2n1 (stereo not given) | 1%[44.1 µM]
COc1ccc(NC(=O)c2oc3ccccc3c2NC(=O)Cc2coc3c(C)c(C)ccc23)cc1 | ?
CC(=O)Nc1cccc(-c2nc(-c3ccccc3)no2)c1 | i
CCNC(=O)N1CCC(=O)N(CC)C2(CCOCC2)C1 | 0%
O=C(NCc1cccs1)c1nc(-c2cccc(C(F)(F)F)c2)c2cnccn12 | 1.8µM*
Cc1cn2nc(C(=O)NCc3ccc(C(F)(F)F)cc3)cc2c(N2CCSCC2)n1 | i
COCCNC(=O)C(=O)NCC(c1cccnc1)N1CCN(c2ccccc2)CC1 (stereo not given) | -2%
O=C(NCc1ccnc2[nH]ccc12)c1cc(F)ccc1Br | -5%
O=C(COc1ccc(Cl)cc1Cl)Nc1ccc(C(=O)OC2CCCCC2)cc1 | -12%
COc1cccc(CC(=O)N2CCOc3ccc(CN4CCc5ccccc5C4)cc3C2)c1 | ?
COc1ccc(C2(C(=O)N3CCCC(c4nc(CCOCC5CC5)no4)C3)CC2)cc1 (stereo not given) | ?
CCC(=O)N1CCc2c(sc3ncnc(NCc4ccccn4)c23)C1 | ?
COc1ccc(CCNC(=O)c2ccc3c(c2)c(C)c(C)n3Cc2ccc(F)cc2)c(OC)c1OC | i
O=C(COc1ccc(F)cc1)N1CCC2(CC1)CN(C1CCC1)CC2CO (stereo not given) | i
Cc1cc(O)c(C(c2cccc(F)c2)N2CCN(c3ccccc3)CC2)c(=O)n1Cc1ccco1 (stereo not given) | 59%[activator]
CC(C)(C)CC(=O)N1CC[C@@H](CC(=O)O)[C@@H](CCN2CCN(c3ccc(F)cc3)CC2)C1 | i
c1cnc(N2CCOCC2)c(CN(Cc2ccsc2)CC2CCCO2)c1 (stereo not given) | ?
Cc1cccc(-c2ncc(CN(C)Cc3cccc4ncccc34)cn2)c1 | 0%
COc1ccc(N2CCN(C(=O)c3cn(C)c4ccc(S(=O)(=O)N(C)C5CCCCC5)cc4c3=O)CC2)cc1 | 11µM*
COc1ccc(-c2cc(C(=O)Oc3ccc(Cl)cc3)c3ccccc3n2)cc1 | 25%
CCC1=C(C(=O)OC)C(c2ccccc2C)N2C(CC(=O)NCC3CC3)=CSC2=N1 (stereo not given) | -13%
COC(=O)c1c(-c2cccs2)csc1NC(=O)c1ccc(C(C)C)cc1 | ?
O=c1[nH]c2cccnc2n1C1CC1 | -19%[44.1 µM]
CCCCC(CC)CNC(=O)CN1C(=O)CSc2ccc(S(=O)(=O)N3CCOCC3)cc21 (stereo not given) | -19%
FC(F)(F)c1ccc(CN2CCNc3cc(Nc4cccnc4)ncc3C2)cc1 | ?
CSc1ccc(-c2nc(CN(C)Cc3cnccn3)c(C)o2)cc1 | ?
CCN(CC)CCn1c(=N)n(CC(O)COc2ccccc2C)c2ccccc21 (stereo not given) | 1.3µM*
CNC(=O)[C@@H]1C[C@@H](n2cc(CNC(=O)Nc3ccc(F)cc3F)nn2)CN1 | 12%
Cc1cn2nnc(C(=O)N3CCC(C(=O)Nc4ccc(C)c(C)c4)CC3)c2c(=O)[nH]1 | i
CCOc1ccc(-n2c(SCC(=O)Nc3ccc4c(c3)OCCO4)nc3c([nH]c4ccccc43)c2=O)cc1 | i
O=C(c1ccc(OC(F)F)cc1)N1CCCC(O)(CN2CCCC2)C1 (stereo not given) | -22%
Cc1noc(-c2cn(C3CCCN(C(=O)c4ccc(N(C)C)cc4)C3)nn2)n1 (stereo not given) | i
COc1ccc(Cn2c(C3CCN(C(=O)c4ccc(C(C)(C)C)cc4)CC3)n[nH]c2=O)cc1 | ?
Cc1ccc(C)c(S(=O)(=O)N2CCN(C3CCN(CCc4ccccc4)C3=O)CC2)c1 (stereo not given) | i
Cc1ccc(NC(=O)Cn2ccn3nc4c(c3c2=O)CCCC4)cc1F | 11%

Another view of some results above.
SMILES	Pf Dd2 inh
Cc1ccc(N(C)S(=O)(=O)c2ccc(-c3coc(C)n3)cc2)cc1	10%
Cc1ccc(/C=C/c2onc(C)c2S(=O)(=O)N2CCC(C(=O)N3CCN(c4cccc(C)c4)C(C)C3)CC2)cc1 (stereo not given)	i
Cc1ccccc1N1CCN(C(=O)c2noc(-c3ccc[nH]c3=O)n2)CC1	?
COc1ccc(F)cc1-c1ccc(C(=O)O)cc1	i

Next part:
SMILES | Pf Dd2 inh
CCOc1ccc(NC(=O)C(=O)NCCc2csc(-c3ccc(F)cc3)n2)cc1 | 9%
O=C(Nc1ccc(C(=O)N2CCN(c3cccc(Cl)c3)CC2)cc1)c1nsc2ccccc12 | ?
Cc1cccc(CSc2nc3cccnc3n2Cc2ccc(C(=O)NCc3cccs3)cc2)c1 | i
Cc1ccc(NC(=O)NCc2cccn2Cc2ccccc2)c(C)c1 | -20%
CCOC(=O)c1c(C)oc2ccc(N(C(=O)Oc3ccccc3)S(=O)(=O)c3ccccc3)cc12 | -10%
CC1CCC2(CC1)OCC(C(=O)N1CCOCC1)N2C(=O)c1ccccc1F (stereo not given) | 5%
CCOC(=O)c1cccc(NC(=O)C(Cc2ccccc2)NS(=O)(=O)c2cccc3nsnc23)c1 (stereo not given) | i
CCn1ccc2sc(C)c(C(=O)NCc3ccc(F)cc3Cl)c2c1=O | ?
CC(C)CCN(C)C1CCCc2ccccc21 (stereo not given) | 7%[44.1 µM]
CCOC(=O)C1=C(C)NC(=O)NC1c1cn(-c2ccccc2)nc1-c1ccc(OC(C)C)cc1 (stereo not given) | i
COc1ccc(CCNC(=O)C2CC(=O)N(c3n[nH]c4cccc(F)c34)C2)cc1OC (stereo not given) | -1%
O=C(COc1ccc(F)cc1)N1CCC2(CC1)NC(=O)N(c1ccccc1Cl)N2 | -18%
CC(C)CNC(=O)c1cc(C2CC2)nc2onc(C3CCCN3)c12 (stereo not given) | -23%
COc1ncc(-c2n[nH]c3c2CC(=O)N(CCOc2ccccc2)C3)cn1 | ?
CCc1ccc(C(=O)N2CCC(c3n[nH]c(=O)n3Cc3ccc(OC)cc3)CC2)cc1 | -1%
COc1ccc(CC(=O)N2CCc3cc(OC)c(OC)cc3C2COc2ccc(F)cc2)cc1OC (stereo not given) | 11µM*
CCOC(=O)C1=C(C(F)(F)F)Nc2ncnn2C1c1cccc(OC)c1OC (stereo not given) | 14%
COc1ccc(-c2cc(C(F)(F)F)n3nc(C(=O)NCC45CC6CC(CC(C6)C4)C5)cc3n2)cc1OC | -8%
Cn1ccnc1CN1CC2(CCN(C(=O)C3CC3)CC2)CC1C(=O)O (stereo not given) | 9%
COc1ccc(CNC(=O)C[C@@H]2CCNC[C@@H]2Cc2cc(-c3ccc(C(C)(C)C)cc3)on2)cc1 | -18%

3 consecutive compounds already listed, quoted:
SMILES | Pf Dd2 inh
O=C(N[C@@H]1CN(C(=O)Cn2c(=O)oc3ccccc32)CC[C@@H]1CO)c1ccccc1 | 20%
COc1cccc(C(=O)N2CC(=O)N(c3ccc(C)cc3)CC2C)c1OC (stereo not given) | -13%
Cc1cccc(Cn2c(=O)n(CC3CCC(C(=O)N4CCC(C)CC4)CC3)c(=O)c3sccc32)c1 (stereo not given) | ?

More compounds follow:
SMILES | Pf Dd2 inh
CC(C)(C)c1ccc(S(=O)(=O)NCc2ccc3c(c2)CCN3C(=O)c2ccccc2)cc1 | ?
Cc1[nH]c2c(F)cccc2c1CC(=O)NC1CC(c2cc(=O)[nH]c(N)n2)C1 (stereo not given) | -12%
CCN(Cc1noc(C)n1)C(=O)COc1ccc(Cl)cc1Cl | 2%
COc1ccc(C(C)NC(=O)c2c(C)sc3ccn(C)c(=O)c23)cc1 (stereo not given) | i
COc1cc(CNC(C)Cn2nc(C)cc2C)ccc1OCCN1CCCC1 (stereo not given) | 3.5µM*
Cc1ccc(CSc2nc3ccccc3c3nc(CCn4c(C)nc5ccccc54)nn23)cc1 | 3%
O=C(c1nc2c(o1)CCN(Cc1ccc3c(c1)CCO3)CC2)N1CCOCC1 | ?
CN(C)[C@@H]1CN(C(=O)Cc2ccccc2)C[C@H]1CO | 0%
O=C1NC2(CCCN(C(=O)c3ccc(F)cc3)C2)COc2ccccc21 (stereo not given) | i
Cn1cc(-c2cnc(NC(=O)c3c[nH]c4ccccc34)c3c2CCO3)cn1 | -16%[44.1 µM]
CCCS(=O)(=O)N1C[C@@H](COC)[C@H](C(N)=O)C1 | -1%
O=C(Cn1c(-c2cccs2)cc2ccccc21)NCCCN1CCN(c2cccc(Cl)c2)CC1 | 11µM*
CN1CCN(c2ccc(-c3nc(-c4ccccc4)no3)cc2[N+](=O)[O-])CC1 | ?
COc1ccc2oc(-c3ccc(C)c(NC(=O)c4cccnc4)c3)nc2c1 | 32%[activator]
CN(C)c1ccc(CN2CCn3c(nn(-c4ccc(F)cc4F)c3=O)C2)cc1 | -5%
O=C1NC(C(=O)NC2CC2)Cn2cccc21 (stereo not given) | 25%
O=C1CC(c2nc(-c3ccccc3)no2)CN1c1ccccc1 (stereo not given) | 54%[activator]
Cc1ccc(NC(=O)Cn2nc(-c3ccccc3)nc(Cc3ccccc3)c2=O)cc1 | 18%
CCOC(=O)c1cccc(NC(=O)N2CC=C(c3c[nH]c4ccccc34)CC2)c1 | 6.3µM*
COc1cc(CNC(=O)c2sc3ncccc3c2-n2cccc2)cc(OC)c1OC | 19%

In the list so far, these contain a tert-butyl group:
SMILES | Pf Dd2 inh
CC(C)(C)CC(=O)N1CC[C@@H](CC(=O)O)[C@@H](CCN2CCN(c3ccc(F)cc3)CC2)C1 | i
COc1ccc(Cn2c(C3CCN(C(=O)c4ccc(C(C)(C)C)cc4)CC3)n[nH]c2=O)cc1 | ?
COc1ccc(CNC(=O)C[C@@H]2CCNC[C@@H]2Cc2cc(-c3ccc(C(C)(C)C)cc3)on2)cc1 | -18%
CC(C)(C)c1ccc(S(=O)(=O)NCc2ccc3c(c2)CCN3C(=O)c2ccccc2)cc1 | ?

The results go on:
SMILES | Pf Dd2 inh
O=C(Nc1cccc(C(F)(F)F)c1)c1cc(-c2ccc(Cl)cc2)on1 | 13%
CNC(=O)[C@@H]1CN(C(=O)c2ccc(OC)nc2OC)C[C@H]1c1n[nH]c(C)n1 | 9%
Cc1ccc(S(=O)(=O)N2CCC(c3ccncc3)CC2)c(C)c1 | 14%
S=C(NC1CCCCC1)N[C@H]1CO[C@H]2[C@@H]1OC[C@@H]2n1nnnc1Oc1cccc(N2CCOCC2)c1 | ?
O=c1cc(N2CCOCC2)oc2c(N3CCN(c4ccccn4)CC3)nccc12 | ?
CCOc1cccc2sc(NC(=O)c3ccc(S(=O)(=O)N4CCCc5ccccc54)cc3)nc12 | 3%
COc1cccc(N2C(=O)NC(=NC3CCCCC3)C23CCN(C(=O)c2ccccc2OC)CC3)c1 | ?
CCn1cc2nc(SCc3cccc(C(F)(F)F)c3)n(CCc3ccccc3)c(=O)c2n1 | ?
COc1ccccc1-c1cc([C@H]2CN3CC[C@H]2C[C@@H]3COC(=O)NC2CCCCC2)nc(C)n1 | ?

Some of the compounds tested; rates above refer to the full screens.
